Screens: PubChem BioAssay, several laboratories
MEX-5 binding = C. elegans MEX-5 TCR-2 RNA binding activity | MEX-5/FITC-TCR2 RNA binding, fluorescence polarization; active compounds read low | 300,000 compounds, 0.38% hits | Q9XUB2 | activity score (negative = inhibition of binding), % at 10 µM;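 active = inhibition past about -25% in most replicates, and total fluorescence under double the plate's negative control median, limit read from the data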;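 also: 0% = DMSO and -100% = 5 µM competing unlabeled TCR2 RNA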
Efflux pump inh = antifungal efflux pump inhibition, Nile Red retention; inhibition, % at 10 µM; S. cerevisiae Candida pump triplex; AID 485275; 330,000 compounds, 0.44% hits;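 active = plate passing quality check with inhibition over a set limit, or well fluorescence over plate mean plus 4 SD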;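 also: Nile Red retained in pooled yeast measured as flow cytometry median fluorescence; 0% = buffer negative control and 100% = Enniatin B positive control; higher means more Nile Red kept so more efflux inhibition; some compounds called inactive have numbers as strong as hits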
Yeast superoxide = yeast age-related superoxide inhibition as caloric restriction mimetic; S. cerevisiae aged cells, superoxide DHE fluorescence; active compounds read low; superoxide response (% of plate mean), % at 10 µM; 330,000 compounds, 0.18% hits;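 active = superoxide response under a set limit, about three screen SD below normal, cut at about 65% in these data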;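 also: yeast aged for seven days with compound at 30 °C before DHE staining; 100% = average MFI of all compound-treated wells on the plate with controls excluded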
EBNA-1 inhibitor = blocks EBNA-1 binding to DNA; EBNA-1 DNA binding, fluorescence polarization; inhibition, % at 14.8 µM; 300,000 compounds, 0.34% hits; in the data active = inhibition above about 28%
GLD-1 TGE inh = GLD-1-TGE RNA interaction inhibition (C. elegans). Q17339. purified GLD-1 + fluorescein TGE RNA, fluorescence polarization. inhibition, % at 5.96 µM. 320,000 compounds, 0.44% hits;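 active = percent inhibition above a per-plate cutoff, the plate mean of test compounds plus 3 SD, cut at about 30% in these data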;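 also: 0% = DMSO wells with GLD-1 and probe and 100% = wells lacking GLD-1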
Target sequence (Q17339 whole entry, looked up): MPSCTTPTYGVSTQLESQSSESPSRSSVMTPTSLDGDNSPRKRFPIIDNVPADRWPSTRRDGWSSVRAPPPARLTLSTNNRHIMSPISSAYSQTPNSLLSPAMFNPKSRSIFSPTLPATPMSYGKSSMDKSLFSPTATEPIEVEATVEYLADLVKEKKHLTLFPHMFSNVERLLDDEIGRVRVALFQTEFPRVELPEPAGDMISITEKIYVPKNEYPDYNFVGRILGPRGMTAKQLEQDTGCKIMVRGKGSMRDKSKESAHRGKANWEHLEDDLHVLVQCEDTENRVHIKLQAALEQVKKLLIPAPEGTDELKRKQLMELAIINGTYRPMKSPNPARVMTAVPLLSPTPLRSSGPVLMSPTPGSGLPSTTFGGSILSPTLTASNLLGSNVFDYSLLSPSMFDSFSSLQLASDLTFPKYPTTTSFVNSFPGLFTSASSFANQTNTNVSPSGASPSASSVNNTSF
Bcl-xL primary = Bcl-xL (human) inhibition | Q07817 | GST-Bcl-xL / FITC-Bim BH3 peptide fluorescence polarization | inhibition, % at 10.9 µM | 320,000 compounds, 0.7% hits;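 active = inhibition above the mean of all tested compounds plus 3 SD, cutoff set per campaign, cut at about 30% in these data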;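 also: 0% = DMSO wells and 100% = unlabeled Bim-BH3 peptide competitor; inhibitors lower millipolarization by displacing the labeled peptide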
Target sequence (Q07817 whole entry, looked up): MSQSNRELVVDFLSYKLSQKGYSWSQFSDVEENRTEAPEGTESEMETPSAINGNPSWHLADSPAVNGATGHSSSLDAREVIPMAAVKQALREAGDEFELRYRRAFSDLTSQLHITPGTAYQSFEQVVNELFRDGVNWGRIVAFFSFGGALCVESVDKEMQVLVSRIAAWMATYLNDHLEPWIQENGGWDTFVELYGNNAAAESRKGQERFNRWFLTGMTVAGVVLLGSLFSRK
ZTA counter = ZTA (EBV) inhibition in EBNA-1 counter-screen; P03206; ZTA-DNA binding, fluorescence polarization; inhibition, % at 11 µM; 320,000 compounds, 0.15% hits; AID 2234; in the data active = inhibition above about 33%
Target sequence (P03206 whole entry, looked up): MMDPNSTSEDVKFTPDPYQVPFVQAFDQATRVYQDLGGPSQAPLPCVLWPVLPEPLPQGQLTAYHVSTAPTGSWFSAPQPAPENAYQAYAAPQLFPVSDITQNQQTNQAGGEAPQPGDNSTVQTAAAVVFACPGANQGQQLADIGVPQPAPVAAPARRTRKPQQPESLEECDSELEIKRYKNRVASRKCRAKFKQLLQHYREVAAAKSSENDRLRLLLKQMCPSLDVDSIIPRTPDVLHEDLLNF
MCL1 BIM primary = MCL1-BIM-BH3 interaction inhibition (human) | Q07820 | GST-MCL1 / FITC-Bim-BH3 fluorescence polarization | inhibition, % at 10.9 µM | 320,000 compounds, 0.68% hits | AID 2057;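 active = inhibition above the mean inhibition of all tested compounds plus 3 SD, set per campaign, cut at about 40% in these data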;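 also: 0% = DMSO wells and 100% = unlabeled Bim-BH3 peptide control; higher means more loss of mP so more displacement of Bim peptide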
Fam108B counter = Fam108B inhibition, counter-screen for RBBP9 inhibitors. recombinant Fam108B, FP-Rh probe fluorescence polarization. inhibition, % at 9.51 µM. 300,000 compounds, 0.33% hits;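 active = inhibition above the screen mean inhibition plus 3 SD, computed separately per campaign, cut at about 18% in these data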;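 also: inhibitors lower polarization as less probe binds the enzyme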
* = called active by the depositor; · = no result given.

SMILES	MEX-5 binding	Efflux pump inh	Yeast superoxide	EBNA-1 inhibitor	GLD-1 TGE inh	Bcl-xL primary	ZTA counter	MCL1 BIM primary	Fam108B counter
O=C(NCc1ccc(N2CCCC2=O)cc1)NC1CCCCC1	0.6	-0.1	98	4	0	4	30	7	-1
Cc1c(C#N)c(N=CN(C)C)c(C(=O)c2ccccc2)n1-c1ccccc1	0.7	-0.1	89	-5	2	8	-10	8	3
CCOC(=O)N1CCC(Nc2c(NCCCOC)c(=O)c2=O)CC1	1.4	0.2	106	-16	4	-5	-8	-2	-4
COc1ccc(S(=O)(=O)NNC(=O)Nc2ccc(F)cc2)cc1	-2.0	0.0	106	-1	-2	-1	16	-2	-6
O=C(NC(=S)NCC1CCCO1)C(c1ccccc1)c1ccccc1 (configuration not stated)	-0.9	0.2	98	2	3	3	9	6	-4
CCOC(=O)c1sc(N2C(=O)C(O)=C(C(=O)c3ccco3)C2c2ccc([N+](=O)[O-])cc2)nc1C (configuration not stated)	0.5	-15	109	1	-2	6	-17	5	-2
Cc1ccc(-c2nnc(SCC(=O)NC3CCS(=O)(=O)C3)nc2-c2ccc(C)cc2)cc1 (configuration not stated)	0.9	1.6	97	4	3	3	-7	-1	1
CCOC(=O)c1sc(SC)c2c1CCC/C2=N/OC	-3.7	-0.2	71	-14	-4	1	4	4	-3
COc1ccc(S(=O)(=O)NCCc2ccccc2)cc1OC	-1.0	-0.1	103	-2	2	4	-6	13	-5
Cc1nnc(NC(=O)Cn2cnc3c2c(=O)n(C)c(=O)n3C)s1	0.6	0.0	105	4	-2	-2	4	8	2
CCc1ccc(NC(=O)C(=O)NNC(=O)c2ccc(OC)cc2)cc1	2.4	0.0	92	4	-4	7	5	1	4
O=C(COc1ccc2ccccc2c1)N1CCNCC1	-1.1	0.0	97	5	8	-1	-10	0	1
CCCc1cc2c(cc1NC(=O)c1ccc(C)cc1)OCO2	-3.9	0.2	113	-15	-1	1	-1	2	-4
COc1cc(C)ccc1OCCOCCOc1ccc([N+](=O)[O-])cc1	-3.0	-0.2	95	13	9	5	2	3	-3
CCOc1ccc(-c2nc(N)ncc2-c2ccc(Cl)cc2)c(O)c1	0.2	0.1	130	-15	6	-3	-1	-7	-3
CCOc1ccc(-c2nnc(-c3cccs3)o2)cc1	-1.3	0.1	95	-8	-7	11	-4	-1	-5
CCOc1cc(/C=N/O)cc(Br)c1OCc1ccc(Cl)cc1	0.2	0.1	110	-2	3	4	17	-1	-18
Cc1cc(Nc2ccccc2)c2c([N+](=O)[O-])ccc(C)c2n1	-0.4	-0.2	74	2	-4	-4	-13	-1	4
CN(C(=O)c1ccc(OC2CCN(CCc3ccccc3)CC2)cc1)C1CCCCC1	-1.4	0.0	104	-8	-1	4	7	6	2
O=C(CN1CCCCCC1)Nc1cccc(NC(=O)CN2CCCCCC2)c1	1.4	-0.1	95	-11	-4	0	6	5	5
CCC(=O)Nc1cccc(-n2nnnc2SCC(=O)N2CCCCC2)c1	-0.6	-0.4	85	-6	-9	7	-12	6	-4
O=Cc1cccn1-c1cccc([N+](=O)[O-])c1	0.8	-0.1	92	5	8	3	-6	6	-1
CCC(NC(=O)NNC(=O)c1ccncc1)(C(F)(F)F)C(F)(F)F	0.1	0.0	87	14	0	-3	4	-7	4
O=S(=O)(NCC1(N2CCOCC2)CCCCC1)c1ccc(Cl)cc1C(F)(F)F	-0.3	-0.1	101	6	4	7	16	4	-2
CN(CC(=O)Nc1c(Cl)cccc1Cl)C(=O)C1=COCCO1	-1.3	-0.1	99	2	4	1	5	-5	2
CCCCNC(=O)c1sc(=S)n2c1[nH]c(=O)c1ccc(C(=O)NCCc3ccc(OC)c(OC)c3)cc12	-3.9	0.0	92	0	1	15	5	23	11
CC(C)C(NC(=O)c1ccc(F)cc1)C(=O)NC1(C)CCS(=O)(=O)C1 (configuration not stated)	·	0.0	106	·	6	-2	-5	0	·
CCOC(=O)C1=C(CC)OC(N)=C(C#N)C1c1ccc(OC)c(OC)c1OC (configuration not stated)	-1.9	0.0	94	-3	7	12	-2	5	1
Cc1cccc(/C=C/c2onc(C)c2[N+](=O)[O-])n1	-0.3	-0.1	104	-1	3	5	2	8	4
CCC(=O)c1ccc(Oc2ccc(C(=O)c3ccc(C)cc3)cc2[N+](=O)[O-])cc1	0.0	-0.1	95	1	0	9	12	10	-3
CSCc1ccc(C(=O)Nc2cc(C)cc(C)c2)cc1	-2.2	-0.3	103	8	2	4	15	7	-1
COc1ccccc1-c1cc(C(=O)NCCCn2ccnc2)no1	-6.0	-0.2	106	7	4	1	0	5	5
CCOC(=O)c1c(-c2ccccc2)oc2ccc(OC(C)C(=O)O)cc12 (configuration not stated)	1.6	0.0	95	10	-3	9	14	23	-1
COc1ccc(N2CCN(c3ncnc4c3[nH]c3ccccc34)CC2)cc1	-1.1	0.4	103	-2	4	1	9	0	13
CCOc1ccccc1NC(=O)C1CCN(C(=O)NCc2ccccc2)CC1	0.2	0.2	112	-10	-5	1	-13	-4	0
COc1ccc(S(=O)(=O)N2CCN(C(=O)C3CCC3)CC2)cc1	-2.7	-0.2	90	0	8	2	-2	-1	0
Cc1cc(CNC(=O)C2CCC(=O)N(Cc3ccccc3F)C2)on1 (configuration not stated)	0.4	0.1	101	-2	-3	3	5	-3	-6
CCN(C(=O)COC(=O)CCCN1C(=O)c2cccc3cccc(c23)C1=O)C1CCS(=O)(=O)C1 (configuration not stated)	1.5	0.0	103	-2	-3	-1	-6	-6	1
CC(C)Cn1cnc2sc3c(c2c1=N)CCCC3	-0.8	0.0	103	2	-4	6	-6	6	9
COC(=O)c1ccc(CNC(=O)c2ccc3oc(C(C)C)nc3c2)cc1	0.5	0.2	97	13	-2	3	-15	5	-2
Cc1nn(CC(=O)NNC(=S)NCC2CCCO2)c(C)c1Br (configuration not stated)	0.1	0.0	100	13	-4	5	16	11	1
O=C(Cc1c(F)cccc1Cl)NC1=NCCS1	-1.1	-0.3	91	-8	1	2	-22	4	-1
O=C(Nc1ccccc1)Nc1nc(-c2ccccc2)cs1	-1.6	0.1	95	-1	3	0	-6	-2	-2
O=C(NCCCCCCNC(=O)c1cncc(O)c1)c1cncc(O)c1	-3.1	0.2	85	11	0	7	-7	1	1
C=CCn1c(C)cc(C(=O)CSc2nc(N)cc(N)n2)c1C	2.2	0.0	108	2	2	6	8	6	0
O=C(c1cccc(S(=O)(=O)NCc2ccccc2)c1)N1CCN(c2cccc(C(F)(F)F)c2)CC1	0.0	-0.2	112	-2	0	3	8	-9	1
COc1ccc(OC)c(C(=O)NC(CC(N)=O)c2ccc(N3CCN(c4ccccc4)CC3)c([N+](=O)[O-])c2)c1 (configuration not stated)	0.8	0.1	106	-12	4	7	-4	9	-1
C=CCOc1nc2c(c(=O)n(C)c(=O)n2C)n1Cc1c(Cl)cccc1Cl	1.0	-0.2	112	2	-1	0	-28	4	1
CCCOc1ccc2ccccc2c1/C=N/n1c(C)nnc1-n1nc(C)cc1C	0.3	0.0	100	-6	4	1	17	1	0
O=C(Cn1c(=O)sc2ccccc21)Nc1ccccc1	-0.3	0.0	96	6	1	3	4	-1	-2
COc1cc(Cl)cc(/C=N/NC(N)=O)c1O	-3.6	0.0	98	3	-4	-1	-2	0	-6
CO/N=C(\Cn1ncc(N2CCCC2)c(Cl)c1=O)c1ccc(Cl)cc1	3.3	-0.1	70	3	2	1	12	2	0
O=C(Cc1cccc(C(F)(F)F)c1)Nc1cccc(S(=O)(=O)N2CCCC2)c1	-0.7	-0.5	114	-10	1	0	-3	-9	0
Cc1ccc(C)c(-c2csc(-c3cccnc3)n2)c1	0.2	0.5	108	-6	-6	3	2	-1	3
CN1CCOCCOCCN(C)C1=O	-0.2	-0.1	105	5	-3	-5	6	-5	3
CCOc1cc(C(N)=O)cc(Br)c1OCC	0.3	0.1	91	-5	3	-3	-7	1	-6
CCOc1ccc(S(=O)(=O)N(CC)CC(=O)NC2CC2)cc1	0.9	0.2	95	-2	-8	0	-3	-10	3
C=CCn1c(SCc2nc(N)nc(N(C)C)n2)nnc1-c1cccnc1	-2.1	0.1	96	4	6	3	11	5	2
Cc1cc(C)cc(S(=O)(=O)c2cnc3ccccc3n2)c1	-2.3	0.2	115	-27	-3	-1	11	-2	0
CCn1cc(C(=O)NCCCOC(C)C)c(=O)c2cc(S(=O)(=O)N3CCOCC3)ccc21	0.6	0.0	95	7	7	5	-9	7	8
Following part.
SMILES	MEX-5 binding	Efflux pump inh	Yeast superoxide	EBNA-1 inhibitor	GLD-1 TGE inh	Bcl-xL primary	ZTA counter	MCL1 BIM primary	Fam108B counter
Cc1ccc(NCCC(=O)c2ccc(Br)cc2)cc1	1.1	-0.1	109	4	3	9	9	5	4
O=C(NC(Cc1ccccc1)c1ccc2c(c1)OCCCO2)c1ccccc1F (configuration not stated)	-3.8	0.1	97	5	7	-2	-13	0	1
O=C(Nc1ccc(Oc2ccc(C(F)(F)F)cn2)c(Cl)c1)C1CC1	-0.4	0.6	118	-15	-1	0	7	1	-6
O=C(NCCCn1ccnc1)c1cc(C(=O)C2CC2)c[nH]1	-1.7	0.0	112	1	-4	4	-1	1	2
COCc1[nH]nc2c1C(c1ccc(OC)cc1)C(C#N)=C(N)O2 (configuration not stated)	0.6	0.0	104	-2	-2	7	-6	3	2
CCOC(=O)N/N=C/c1ccc(N2CCOCC2)s1	-0.9	-0.1	104	-8	2	1	-12	-3	4
Cc1cccc(C)c1N(CC(=O)N1CCCC1)S(C)(=O)=O	0.5	-0.1	100	1	5	2	0	13	-4
Cc1cc(C(=O)OCC(=O)N2CCCCCC2)ccc1[N+](=O)[O-]	·	0.0	94	·	-11	-11	6	-9	·
O=C(NCCc1ccc(F)cc1)c1ccc2nccnc2c1	·	-0.1	85	·	1	5	7	1	·
CCOC(=O)N1CCC(N(CCN(C)C)C(=S)Nc2ccccc2OC)CC1	1.3	0.0	89	1	-1	2	-3	2	1
Cc1cc(=O)[nH]c(N2CCN(C(c3ccccc3)c3ccccc3)CC2)n1	-1.1	0.0	97	-2	6	0	3	-1	-2
Nc1nc(N2CCCCC2)nc(N(c2ccccc2)c2ccccc2)n1	0.9	-0.1	89	1	3	3	1	-2	-1
O=C(Nc1ccc(/C=C/c2nc3ccccc3o2)cc1)c1ccc(F)cc1	-1.2	-0.1	104	3	4	9	6	7	-8
CSCC[C@H](NC(=O)[C@@H]1Cc2ccccc2CN1)C(=O)NC(C)c1ccccc1 (some centres not stated)	3.3	-0.2	90	4	5	0	-10	12	5
COc1cccc(N(C(=O)c2cccs2)c2nc3ccccc3s2)c1	1.5	0.0	96	4	7	6	-6	5	3
O=C(Cn1c(=O)oc2ccc(Cl)cc21)NC1CCCCC1	2.6	0.0	105	-11	-3	4	3	-1	-2
O=C(CSc1nnc(-c2ccco2)o1)NC1CC2CCC1C2 (configuration not stated)	-0.2	-0.2	102	-2	7	-4	-16	7	-1
CCCCn1c(N)c(N(CC(C)C)C(=O)c2cccc(S(=O)(=O)N3CCN(C(C)=O)CC3)c2)c(=O)[nH]c1=O	0.6	0.1	126	-9	14	-3	3	-2	-1

Arranged by molar mass (highest first): some entries from above
SMILES	MEX-5 binding	Efflux pump inh	Yeast superoxide	EBNA-1 inhibitor	GLD-1 TGE inh	Bcl-xL primary	ZTA counter	MCL1 BIM primary	Fam108B counter
CCCCn1c(N)c(N(CC(C)C)C(=O)c2cccc(S(=O)(=O)N3CCN(C(C)=O)CC3)c2)c(=O)[nH]c1=O	0.6	0.1	126	-9	14	-3	3	-2	-1
CSCC[C@H](NC(=O)[C@@H]1Cc2ccccc2CN1)C(=O)NC(C)c1ccccc1 (some centres not stated)	3.3	-0.2	90	4	5	0	-10	12	5
O=C(Nc1ccc(/C=C/c2nc3ccccc3o2)cc1)c1ccc(F)cc1	-1.2	-0.1	104	3	4	9	6	7	-8
